High-throughput results: PubChem BioAssay, several laboratories
Phagocytosis inh = blocks phagocytosis by macrophages | J774A.1 macrophage IgG-bead phagocytosis, imaging | inhibition, % at 5 µM | hit rate 0.07% among 110,000;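 active means inhibition above the mean of the plate negative controls plus 5 SD, cut at about 13% in these data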;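 further: phagocytic index as fraction of beads internalized from green versus red external bead signal; plate controls were DMSO negative control for no effect and cytochalasin-D positive control for full effect; some results beyond the cut were filed as inactive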
Measles CPE = protection of cells from measles virus; Measles virus-infected cells, CPE protection, absorbance; protection (pct of control), % at 4 µM; hit rate 1.5% among 140,000; AID 841; in the data active means protection mostly above about 24%, no sharp cut-off; inactive means mostly below about 26%; further: some compounds called inactive have numbers as strong as hits
E-sel TNF inh = TNF alpha driven E-selectin expression inhibition; HUVEC TNFa-induced E-selectin immunofluorescence, high content; inhibition, % at 2 µM; hit rate 0.71% among 120,000; AID 1246;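 active means inhibition above the batch mean plus 3 SD, and confirmed as a hit on visual image review, cut at about 43% in these data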;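 further: 0% = TNF-stimulated DMSO wells and 100% = unstimulated control wells; not every result past the cut was called active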
BB579 growth dn = yeast BB579 growth reduction in restrictive medium | hit rate 0.51% among 140,000 | inhibition, % at 10 µM | S. cerevisiae BB579 growth, OD615, 48 h;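 active means inhibition above a set limit, 3 SD over the mean compound inhibition, cut at about 44% in these data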; further: inactives centre near -24
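Test system: DeaD yeast strain BB579 / Buffer or medium: restrictive glucose-based CSMM-D medium / Doses: single 10 µM dose / Schedule: 4 h cell preincubation, 48 h compound exposure, 30 °C humidified / Technique: culture absorbance at 615 nm / Controls: amphotericin B positive control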
PTEN del growth = growth suppressors of cells with PTEN tumor suppressor deletion; hit rate 1.2% among 140,000; viability, % at 10 µM; HCT116 PTEN-null viability, CellTiter-Glo, 60 h; active compounds read low;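 active means viability at or below a set limit, 4 SD under the median of all tested compounds, cut at about 3.7% in these data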;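 further: PTEN knockout HCT116 line with beta catenin targeted HCT116 as companion control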
MRP-1 activ = activates MRP-1. H69AR cells + doxorubicin, viability rescue, CellTiter-Glo. viability increase, % at 10 µM. hit rate 0.61% among 140,000;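 active means viability gain under doxorubicin at or above a set limit, the compound median plus 3 SD, cut at about 4.7% in these data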;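 further: MRP-1 overexpressing cells given doxorubicin 25 µM after compound pretreatment; 18-22 h compound pretreatment then 72 h with doxorubicin before readout; 0% = doxorubicin-only wells and 100% = vehicle-treated cells without doxorubicin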
Yeast lifespan up = extends the lifespan of yeast; hit rate 0.68% among 130,000; inhibition of the nicotinamide effect, % at 10 µM; S. cerevisiae growth with nicotinamide, OD615; deaD strain in restrictive glucose medium; AID 775;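 active means inhibition above a set limit, placed 3 SD over the median of all compounds, cut at about 26% in these data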;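 further: 0% = nicotinamide-treated wells and 100% = cells grown without nicotinamide; some compounds called inactive have numbers as strong as hits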
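Buffer or medium: CSMM-D glucose medium, restrictive; test system: modified budding yeast, DeaD strain; compound: single dose 10 µM compound, 0.25% DMSO; schedule: culture preincubation 4 h, compound exposure 48 h, both 30 °C; detection: optical density (absorbance) at 615 nm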
NPY-Y2 antag = blocks the human neuropeptide Y Y2 receptor. P49146. NPY-Y2 expressing cells, antagonist mode. inhibition, % at 2.7 µM. hit rate 0.99% among 140,000. AID 793; in the data active means inhibition above about 17%;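 further: 0% = vehicle with agonist challenge and 100% = reference antagonist with challenge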
Target sequence (P49146 whole entry, looked up): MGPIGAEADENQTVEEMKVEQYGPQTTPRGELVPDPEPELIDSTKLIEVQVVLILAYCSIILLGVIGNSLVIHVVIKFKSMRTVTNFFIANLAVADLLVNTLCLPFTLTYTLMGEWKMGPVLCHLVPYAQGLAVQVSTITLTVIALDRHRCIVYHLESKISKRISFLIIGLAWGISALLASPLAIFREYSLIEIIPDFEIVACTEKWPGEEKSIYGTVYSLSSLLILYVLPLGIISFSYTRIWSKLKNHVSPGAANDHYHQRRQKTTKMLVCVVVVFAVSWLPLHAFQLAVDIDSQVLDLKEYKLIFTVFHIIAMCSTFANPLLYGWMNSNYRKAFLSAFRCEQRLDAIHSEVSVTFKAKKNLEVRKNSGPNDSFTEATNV
GALR2 blocker = blocks the human galanin receptor 2 | GALR2-expressing cells, antagonist mode | inhibition, % at 4 µM | hit rate 0.39% among 140,000 | AID 828; in the data active means inhibition above about 27%;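 further: cells stimulated with galanin 1-16 at roughly its EC80; 0% = agonist challenge control and 100% = basal control without agonist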
Target sequence (O43603 whole entry, looked up): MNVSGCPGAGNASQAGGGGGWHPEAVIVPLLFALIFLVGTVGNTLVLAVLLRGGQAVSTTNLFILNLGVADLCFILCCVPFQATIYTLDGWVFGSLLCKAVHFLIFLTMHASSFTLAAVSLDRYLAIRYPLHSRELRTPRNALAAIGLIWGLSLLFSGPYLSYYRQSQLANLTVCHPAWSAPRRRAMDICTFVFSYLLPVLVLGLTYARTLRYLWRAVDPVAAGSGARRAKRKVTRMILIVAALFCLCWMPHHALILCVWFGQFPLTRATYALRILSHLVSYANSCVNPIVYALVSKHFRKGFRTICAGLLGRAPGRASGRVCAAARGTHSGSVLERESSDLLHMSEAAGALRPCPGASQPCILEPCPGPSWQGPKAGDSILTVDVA
HCT116 bCat-KO = beta-catenin-lacking colon tumor cell growth suppression; HCT116 beta-catenin knockout viability, CellTiter-Glo, 60 h; active compounds read low; viability, % at 10 µM; hit rate 1.5% among 140,000;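 active means viability at or under a set limit, the compound median less 4 SD, cut at about 6% in these data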;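 further: 0% = Hyamine 1622 control at 20 µM and 100% = untreated cell control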
The depositor's hits bear a star; x = not tested or not shown; & = joins results of further samples. This is a random part of the collection. About 6.2% of those tested had a hit in this group.

nr	Compound	Phagocytosis inh	Measles CPE	E-sel TNF inh	BB579 growth dn	PTEN del growth	MRP-1 activ	Yeast lifespan up	NPY-Y2 antag	GALR2 blocker	HCT116 bCat-KO
1	COc1ccccc1NC(=O)Nc1nnc(-c2ccco2)s1	-4	30	-10	-41	73	-1.8	-10	-4	-5	71
2	O=c1ccc2cc(S(=O)(=O)N3CCOCC3)ccc2o1	7	6	-8	-3	103	3.2	-7	2	14	95
3	CSc1ccccc1NC(=O)C1CCCO1 (stereo not given)	1	6	x	-34	112	-1.7	x	x	x	90
4	CCOC(=O)c1ccc(S(=O)(=O)N2CCN(CC(=O)NC(=O)NC3CCCCC3)CC2)cc1	3	3	-22	-61	84	-0.2	-14	-1	-21	80
5	CCCn1c2c(c(O)c(C(=O)NC)c1=O)CCCC2	x	4	-15	-43	92	-2.9	-17	5	-9	95
6	CCNC(=S)N/N=C(\C)c1cc2ccccc2o1	-8	6	x	-15	87	0.7	-4	9	6	86
7	COC(=O)c1[nH]c2ccc(C)cc2c1NC(=O)Nc1ccc(OC)cc1	3	13	-8	-9	85	-4.5	-5	1	14	85
8	c1ccc(COc2ccc(OCCCCN3CCCC3)cc2)cc1	-6	9	x	-28	41	-3.5	-3	8	8	43
9	O=C(NCc1ccco1)c1ccc2snnc2c1	x	12	-13	-19	89	-3.5	-9	-2	-1	88
10	C=CCOC(=O)C1=C(C)Nc2nnnn2C1c1cccs1 (stereo not given)	0	17	3	-22	91	-3.7	-10	3	5	107
11	CCSc1nc2ccccc2n1C(=O)Oc1ccccc1	x	9	-7	-4	96	-3.3	x	1	-6	88
12	COc1ccc(-n2c(COc3ccc(C)cc3)nnc2SCC(N)=O)cc1	-3	7	x	-11	99	-2.3	-6	4	-16	100
13	COCCNC(=O)CN1CCC(NC(=O)C(C)(C)C)CC1	-1	5	-88	-5	94	-2.1	0	1	-12	105
14	CCCOc1c(Cl)cc(C(=O)Nc2ccc3c(c2)OCO3)cc1OCC	5	4	-12	-39	43	-3.9	2	3	-9	43
15	COC(=O)c1cc2n(n1)CCN(Cc1ccc(F)cc1)C2=O	0	28	14	-47	104	-2.6	-6	-1	1	101
16	CCc1ccc(OCC(=O)N/N=C/c2cc([N+](=O)[O-])ccc2N2CCOCC2)cc1	-13	16	x	-36	51	-1.4	-8	7	0	58
17	O=C(Nc1cc(S(=O)(=O)N2CCOCC2)ccc1Cl)C(=O)c1c(-c2ccccc2)cc2ccccn12	x	27	1	-30	99	-0.4	5	6	2	104
18	Oc1[nH]c2ccccc2c1N=Nc1ccccc1F	-4	5	-8	-18	52	-4.5	-7	5	14	70
19	Cc1ccc(NC(=O)c2ccc(CN3CCc4ccccc4C3)cc2)cc1	-2	8	-35	9	42	1.5	3	3	-6	36
20	O=C(N/N=C/c1ccco1)C1CC1c1ccccc1 (stereo not given)	-4	42	x	-3	80	-2.7	-3	5	-12	87
21	O=C(NCCO)c1ccc2[nH]c3c(c2c1)CCCC3	0	10	2	-30	98	0.4	-11	-2	3	104
22	O=C1Nc2cc(C(=O)N3CCc4ccccc4C3)ccc2S/C1=C\c1ccccc1	-5	5	15	-19	78	-2.4	1	9	-4	80
23	O=C(CSCc1ccccc1)NC1CCSC1=O (stereo not given)	3	4	-10	-25	16	0.6	0	-2	1	15
24	CCOCCn1c(N(C)Cc2ccccc2)nc2c1c(=O)[nH]c(=O)n2C	0	4	-6	-18	98	-0.5	-4	1	4	97
25	Cc1sc(NC(=O)c2ccco2)c(C(c2cccnc2)N2CCC(C)CC2)c1C (stereo not given)	1	9	-1	-11	28	-1.3	16	14	-2	15
26	C=CCNC(=O)NC(=O)COC(=O)/C(C#N)=C/c1cc(C)n(CCC(C)C)c1C	x	6	x	-30	96	0.3	-3	1	1	90
27	Cc1ccccc1-n1nc2c(c1NC(=O)c1cccc(F)c1)CS(=O)C2 (stereo not given)	0	5	2	-16	88	0.4	-10	3	-1	91
28	CCOC(=O)C1=C(C)Nc2nc(C)nn2C1c1ccc(OC)c(OC)c1 (stereo not given)	x	13	24	-48	99	-1.8	4	1	-6	80
29	Cc1ccc(-c2cc(C(F)F)n3ncc(C(=O)N4CCN5CCCC5C4)c3n2)cc1 (stereo not given)	1	21	-2	-42	66	-1.4	-26	19*	12	77
30	CCOCCn1c(SCc2c(F)cccc2Cl)nc2c1c(=O)[nH]c(=O)n2C	0	2	-17	-19	87	-3.0	-5	1	-1	96

Profiles from above. Order of values: Phagocytosis inh, Measles CPE, E-sel TNF inh, BB579 growth dn, PTEN del growth, MRP-1 activ, Yeast lifespan up, NPY-Y2 antag, GALR2 blocker, HCT116 bCat-KO
Cc1ccccc1-n1nc2c(c1NC(=O)c1cccc(F)c1)CS(=O)C2 (stereo not given) as listed: 0, 5, 2, -16, 88, 0.4, -10, 3, -1, 91
O=C(NCCO)c1ccc2[nH]c3c(c2c1)CCCC3 as listed: 0, 10, 2, -30, 98, 0.4, -11, -2, 3, 104

Continuation.
nr	Compound	Phagocytosis inh	Measles CPE	E-sel TNF inh	BB579 growth dn	PTEN del growth	MRP-1 activ	Yeast lifespan up	NPY-Y2 antag	GALR2 blocker	HCT116 bCat-KO
31	O=C1Nc2ccc([N+](=O)[O-])cc2C1(O)N1CCCCCC1 (stereo not given)	x	3	x	-32	86	-1.2	-7	1	-10	97
32	CCN1CCN(C(C)C(=O)Nc2c(C)n(C)n(-c3ccccc3)c2=O)CC1 (stereo not given)	1	29	-5	-23	111	-2.0	-1	2	1	95
33	O=C1C2C(C(=O)N1/N=C/c1ccc([N+](=O)[O-])o1)C1C=CC2C12CC2 (stereo not given)	-6	14	x	16	60	-0.3	15	2	10	46
34	O=C(Cn1cnc2ccccc2c1=O)NCCC(=O)Nc1ccc2c(c1)OCCO2	x	4	x	-38	101	-3.2	-11	3	-2	110
35	NNC(=O)c1ccc(COc2ccc3c(c2)CCC3)o1	-10	14	10	91*	73	-0.5	-9	4	1	79
36	C/C(=N/NS(=O)(=O)c1ccc(F)cc1)c1ccc(NC(=O)c2ccc(C)o2)cc1	-1	8	5	-15	106	-1.5	-33	1	4	89
37	Cc1nn(Cc2ccc(C(=O)N3N=C(C(F)F)CC3(O)C(F)F)cc2)c(C)c1[N+](=O)[O-] (stereo not given)	0	31	3	-48	101	-0.7	-13	-3	-4	101
38	CCOc1ccccc1NC(=O)Cn1c(C)cc(COC)c(C#N)c1=O	-2	3	-13	-19	100	-1.0	-12	6	-7	102
39	CCN(CC)c1ccc(/C=N/NC(=O)c2ccco2)cc1	16	8	-16	-12	24	-0.3	-9	2	13	19
40	Cc1ccc(NC(=O)c2noc3c2CCCCC3)cc1C	-1	6	-13	-50	91	0.4	-15	5	5	95
41	COc1ccc(OCCNc2cc(N3CCOCC3)ccc2[N+](=O)[O-])cc1	7	4	-17	-45	43	-1.0	-11	-1	-9	54
42	CC(C)(C)c1ccc(C2(C)NC(=O)N(CC(=O)NCc3cccs3)C2=O)cc1 (stereo not given)	-1	21	-9	-1	98	0.7	-7	10	2	95
43	COc1ccc(C(=O)c2ccccc2)cc1Br	x	4	51	-34	91	-1.1	-11	1	2	109
44	O=C(O)COc1ccc(-c2nnn(CC(=O)O)n2)cc1	-2	5	-2	3	101	-1.1	1	1	-3	94
45	COc1ccccc1NCCC(=O)OCC(=O)NC1CCCCC1	-5	4	0	-23	95	0.0	-1	2	1	94
46	Cc1cc(NC(=O)c2ccc(NC(=O)C(C)C)cc2)no1	2	2	13	-9	109&98	0.0	-14	4	-8	113
47	Cc1c(NC(=O)C2CC(c3c(F)cccc3Cl)=NO2)c(=O)n(-c2ccccc2)n1C (stereo not given)	x	12	5	-52	111	-0.8	0	1	-9	105
48	CCN(CC)CCNC(=O)Cc1c(C(=O)O)n(C)c2ccccc12	3	12	-41	-27	106	-0.7	-11	1	3	93
49	Cc1ccc2c(c1)N=C(c1ccc(Cl)cc1)CO2	0	21	12	15	93	-5.0	-11	3	0	91
50	Cc1nc2sc(C(c3cccc(F)c3)N3CCC(C)CC3)c(O)n2n1 (stereo not given)	6	11	-40	-21	107	-0.5	1	-1	1	90
51	Nc1cccc(C(=O)Nc2ccccc2Cl)c1	-1	26	-14	-7	96	-0.8	-33	-3	-9	110
52	O=C(COc1ccc(F)cc1)Nc1ccc(-n2cnnn2)cc1	3	32	-12	-45	94	-2.4	-19	2	-7	110
53	CC(C)(C)c1cc(N/C=C\c2nnnn2-c2ccc(Br)cc2)no1	x	12	-59	-27	83	-2.5	x	0	11	84
54	Cc1ccc2c(c1)-c1c(cnn1CC(=O)N(Cc1ccco1)C1CCCCC1)CO2	0	0	x	-9	64	-3.4	-13	10	9	58
55	COc1cccc(C2[C@H](C)C3(CCN2C)OCCO3)c1 (stereo not given in full)	-3	9	x	-12	93	1.4	-2	-1	9	89
56	O=C(NCc1ccc2c(c1)OCO2)c1cc([N+](=O)[O-])ccc1N1CCCCC1	-3	7	x	-21	15	-3.9	2	23*	19	14
57	CSc1ccc(C2C(C#N)=C(N)Oc3c2ccc(=O)c2c(C)oc(C)c32)cc1 (stereo not given)	-1	4	x	-45	80	-3.7	-6	7	11	76
58	O=C(CCCSc1nc2ccccc2[nH]1)NCc1ccco1	x	0	1	-15	86	-4.1	-8	-1	4	78
59	C=CCNc1nnc(SC2CC(=O)N(c3ccc(OCCC)cc3)C2=O)s1 (stereo not given)	0	21	-15	-25	94	-2.9	-3	0	4	86
60	Cc1cc(C)cc(NC(=O)C2CCCC2)c1	-1	17	x	-26	97	-0.3	-7	4	-1	101
61	COC(=O)c1cn(NC(=O)C2CCCO2)c(=O)c2ccccc12 (stereo not given)	x	9	-24	-34	100	-1.3	x	12	2	94
62	O=C(Nc1ccccc1Cl)N1CCn2c(nc3ccccc32)C1	-1	16	-3	-65	120	1.1	-13	1	-3	97
63	CC1(C)Cc2c(C#N)c(N3CCN(C(=O)c4ccco4)CC3)nc(-c3ccco3)c2CS1	x	11	-12	-16	74	-5.6	0	5	3	85
64	Cc1ccc(-c2noc(CSc3nnnn3C3CCCCC3)n2)cc1	0	18	37	-5	89	-2.7	-7	15	0	92
65	Cn1c(N)c(C(=O)COC(=O)c2ccc(Cl)c(S(=O)(=O)N3CCCCC3)c2)c(=O)n(C)c1=O	-2	3	-19	2	84	-1.6	-1	1	-1	74
66	CCOC(=O)c1ccc(N=Cc2nc3ccccc3n2C)cc1	-2	12	6	-35	84	-1.9	-2	1	4	102
67	CNC(=S)NNC(=O)Cn1ccc(C)n1	0	6	4	-23	92	-0.2	-8	3	-9	87
68	COC(=O)c1c(C(=O)OC)c(-c2ccc(C)cc2)n2c1CS(=O)(=O)C2	x	16	13	-25	92	-2.7	-2	0	-5	91
69	Cc1ccc2c(c1)N(CC(=O)NCc1cccs1)C(=O)CO2	0	22	-32	-41	102	0.6	-4	2	-7	108
70	O=C(NCCCN1CCCC1=O)C1CCN(S(=O)(=O)N2CCOCC2)CC1	0	14	-26	-36	95	-3.5	-7	0	1	92
